Pemphigus Ab inh – inhibitors of pemphigus antibody binding to DSG3, primary screen, biochemical, bead-based, flow cytometry, scFv-GFP; Desmoglein-3 (Homo sapiens), P32926; DSG3-coupled beads, scFv-anti-DSG3-GFP binding; stronger effect = lower value; binding (percent of control), % at 10 µM; 310,000 compounds, 0.48% hits; AID 588358, 2011;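 active means binding more than 3 SD below its plate's average and above zero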; further: some compounds called inactive have numbers as strong as hits
Target sequence (P32926 whole entry, looked up): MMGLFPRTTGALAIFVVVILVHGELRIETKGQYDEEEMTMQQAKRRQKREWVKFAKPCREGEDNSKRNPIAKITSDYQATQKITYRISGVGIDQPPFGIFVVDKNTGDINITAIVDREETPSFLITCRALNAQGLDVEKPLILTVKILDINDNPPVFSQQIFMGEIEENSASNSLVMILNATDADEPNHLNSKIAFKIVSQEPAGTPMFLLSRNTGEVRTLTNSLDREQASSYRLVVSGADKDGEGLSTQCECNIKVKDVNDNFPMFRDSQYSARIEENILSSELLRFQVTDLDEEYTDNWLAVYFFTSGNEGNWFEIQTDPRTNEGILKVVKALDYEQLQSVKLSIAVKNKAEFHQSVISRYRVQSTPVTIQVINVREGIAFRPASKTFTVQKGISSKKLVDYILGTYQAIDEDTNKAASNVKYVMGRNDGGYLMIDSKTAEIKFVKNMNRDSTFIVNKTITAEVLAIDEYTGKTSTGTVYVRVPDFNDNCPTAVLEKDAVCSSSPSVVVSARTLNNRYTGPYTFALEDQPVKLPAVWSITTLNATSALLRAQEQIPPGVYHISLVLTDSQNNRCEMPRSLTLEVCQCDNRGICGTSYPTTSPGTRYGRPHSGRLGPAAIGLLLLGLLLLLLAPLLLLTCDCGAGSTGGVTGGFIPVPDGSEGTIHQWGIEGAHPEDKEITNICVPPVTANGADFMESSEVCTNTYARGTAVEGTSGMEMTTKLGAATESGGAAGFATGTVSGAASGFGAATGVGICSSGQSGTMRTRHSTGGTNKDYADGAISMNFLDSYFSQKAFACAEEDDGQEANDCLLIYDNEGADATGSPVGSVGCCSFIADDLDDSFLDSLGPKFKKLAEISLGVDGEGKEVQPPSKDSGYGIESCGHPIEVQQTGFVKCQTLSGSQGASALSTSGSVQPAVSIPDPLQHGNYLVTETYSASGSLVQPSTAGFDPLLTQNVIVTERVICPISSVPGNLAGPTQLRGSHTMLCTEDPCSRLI
PfHsp90 set2 – growth inhibition of PfHsp90-expressing yeast, primary screen, antimalarial PfHsp90 inhibitor project, S. cerevisiae, BacTiter-Glo luminescence, single point, set 2; BacTiter-Glo ATP, 48 h; yeast lacking PDR1 and PDR3 efflux regulators; inhibition, % at 9.4 µM; 310,000 compounds, 0.32% hits; AID 504621, 2011;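 active means every replicate shows inhibition above about 80%, whatever the replicate mean, limit read from the data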;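 further: 0% = DMSO neutral controls and 100% = 20 µM radicicol positive controls; yeast relying on Plasmodium falciparum Hsp90 in place of its own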
phage Ecoli inh – growth loss of phage-infected E. coli, primary screen, RecBCD inhibitor project, absorbance, with phage, HTS; inhibition, % at 11.9 µM; 360,000 compounds, 0.26% hits; in the data active means inhibition above about 11%
AddAB inh – growth inhibition of E. coli expressing H. pylori AddAB, primary screen, AddAB inhibitor project, absorbance; inhibition, % at 11.9 µM; 330,000 compounds, 0.29% hits; in the data active means inhibition above about 12%;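 further: 0% = vehicle wells of infected cells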
SUMO Mot1 rescue – yeast Mot1-301 growth rescue at high temperature, primary screen, SUMOylation pathway inhibitor project, S. cerevisiae, ATP luminescence, 38.5C; growth rescue, % at 18.8 µM; S. cerevisiae Mot1-301 growth rescue; percent above DMSO median, 100 means doubled; 320,000 compounds, 1% hits;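 active means every valid replicate shows activation above 250% relative to neutral control wells; inactive means the rest, any valid replicate at or below 250%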;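 further: OY570 slx delta 5 strain wells were the positive control but not used for scaling; some compounds called inactive have numbers as strong as hits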
Ecoli viability – E. coli V3065 growth inhibition, primary screen, counter-screen for AddAB inhibitor project, absorbance, OD600 | 18 h | inhibition, % at 11.9 µM | 330,000 compounds, 0.27% hits;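 active means inhibition above the campaign's mean inhibition across all tested compounds plus 3 SD, cut at about 9.9% in these data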;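 further: uninfected addAB+ strain grown without phage in ampicillin broth; 0% = DMSO wells and 100% = ciprofloxacin 0.95 µg/ml wells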
MOR-DOR inv ag – inverse agonists of MOR-DOR heterodimerization, primary screen, cell-based, luminescence. Mu-type opioid receptor (Homo sapiens) + Delta-type opioid receptor (Homo sapiens), …. cell-based MOR-DOR heterodimer luminescence, inverse agonism. AID 504357, 2011. 340,000 compounds, 0.21% hits. inhibition, % at 9.3 µM; in the data active means inhibition above about 22%, passing the limit was not always enough;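 further: 0% = cells with DMSO and 100% = wells without cells with DMSO; values of inactives mirror those of a sister screen read the other way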
Arr AP2 block – inhibitors of beta-arrestin/AP2 binding, primary screen, biochemical, GPCR trafficking, flow cytometry; FITC-arrestin peptide / GST-AP2 beads; AP2 beta2 appendage carries R879A mutation; inhibition, % at 10 µM; AID 504490, 2011; 340,000 compounds, 0.31% hits; beta-arrestin 1 C-terminal peptide binding to AP2 beta2-adaptin appendage (human);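 active means inhibition above a set limit, near 3 SD of compounds lacking own fluorescence, cut at about 54% in these data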;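 further: plate controls were DMSO wells for no effect and 5 µM unlabelled arrestin peptide for full effect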
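System: GST-AP2 R879A glutathione beads. Medium: PBS with 0.05% Tween 20 and 0.1% BSA. Also added: FITC-arrestin peptide, 50 nM. Incubation: 12 min plus 1 h, RT. Measured by: high-throughput flow cytometry of beads, ex 488, em 535 nm. Evaluation: percent drop in bead-associated FITC signal.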
MOR-DOR ag – agonists of OPRM1-OPRD1 heterodimerization, primary screen, cell-based, luminescence. Mu-type opioid receptor (Homo sapiens) + Delta-type opioid receptor (Homo sapiens), …. cells. activation, % at 9.3 µM. 340,000 compounds, 0.3% hits; in the data active means activation above about 18%;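 further: 0% = vehicle-treated cells and 100% = reference agonist; values of inactives mirror those of a sister screen read the other way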
Tat transport – E. coli Tat export inhibitors, primary screen, MC4100, TorA-mCherry reporter, fluorescence, single point; AID 488895, 2010; inhibition, % at 10 µM; 340,000 compounds, 0.036% hits;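 active means mean replicate inhibition at least 50% and at least half of replicates individually reaching 50%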;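 further: exported cargo escapes ClpAP degradation while cytoplasmic cargo is degraded and loses fluorescence; 0% = median of neutral control wells and 100% = median of NaSCN control wells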
PKA-R1A activ – activators of PKA-R1A holoenzyme, primary screen, biochemical, fluorescence polarization, Cy5-IP20, bovine R1A, mouse PKAc; cAMP-dependent protein kinase type I-alpha regulatory subunit (Bos taurus) + …; PKA-R1A dissociation; scaled: DMSO 0%, 113 µM cGMP 100%; activation, % at 11.4 µM; 340,000 compounds, 0.083% hits;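 active means percent activation above the mean of all tested compounds plus 3 SD, cut at about 19% in these data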;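 further: higher means more PKAc released from R1A so a rise in polarization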
* hit, by the source's call; . = no result given. Outcome played no part in choosing rows. About 2.8% of those tested had a hit in this group.

SMILES	Pemphigus Ab inh	PfHsp90 set2	phage Ecoli inh	AddAB inh	SUMO Mot1 rescue	Ecoli viability	MOR-DOR inv ag	Arr AP2 block	MOR-DOR ag	Tat transport	PKA-R1A activ
CCCCCCOC(=O)/C=C/c1c(C)[nH]c(=O)[nH]c1=O	104.9	-0.4	1.6	3.6	-22.9	1.7	5.7	19.1	-1.0	4.8	13.2
O=C(NNC(=O)c1nn(-c2ccc(F)cc2)ccc1=O)Nc1cccc(Cl)c1	97.2	-12.0	-0.3	0.3	4.3	0.3	.	-12.8	.	-7.8	.
Cc1ccc(NS(=O)(=O)c2ccc(C(=O)NCc3ccncc3)cc2)cc1	103.7	-0.5	4.0	-1.7	1.8	-0.7	10.8	-12.9	-2.2	3.1	-4.0
Cc1nnc(Sc2cc(C(=O)NCCCOC(C)C)c3ccccc3n2)s1	94.7	34.7	3.2	1.0	177.1	0.8	8.1	9.4	-1.6	-1.4	-7.1
Cc1[nH][nH]c(=O)c1C(c1ccc([N+](=O)[O-])cc1)c1c(C)[nH][nH]c1=O	99.8	-20.7	1.5	1.8	13.8	-2.3	15.2	16.7	-2.9	19.8	-9.5
COCCn1c(=NC(=O)C2COc3ccccc3O2)sc2cc(S(N)(=O)=O)ccc21 (stereo unspecified)	97.6	-28.7	3.8	1.9	-3.0	0.3	5.0	-3.0	-0.8	-4.9	-8.7
Cn1c(C(O)c2ccc3c(c2)OCO3)nc2ccccc21 (stereo unspecified)	106.0	12.5	0.3	3.2	-3.6	-2.2	-2.7	-3.8	0.7	-6.6	-6.8
Cc1c(OCC(=O)C(C)(C)C)ccc2c(-c3ccccc3)cc(=O)oc12	97.5	96.1*	-1.0	2.4	-17.5	2.1	-4.5	3.7	1.0	2.6	-0.5
COc1cc(C(=O)NCCSc2ccc(Cl)cc2)cc(OC)c1OC	87.9	-0.8	1.8	-0.9	558.0	1.8	1.6	21.8	-0.3	9.7	-2.5
O=C(O)CCCCCCCCCCCc1ccccc1	99.0	12.3	1.6	3.4	-23.9	-2.2	11.2	-7.0	-2.2	12.0	-13.0
COC(=O)CCCC[C@@H]1SC[C@@H](NC(=O)OC)[C@@H]1NC(=O)OC	93.5	.	5.3	3.7	192.3	-0.6	7.3	22.7	-1.2	-4.9	9.2
COC(=O)c1c(C(=O)OC)c2oc3ccccc3n2c1Cl	101.0	-22.4	-0.5	0.5	-6.0	0.2	-3.9	16.8	0.9	3.9	2.4
Cc1ccc(-c2cc3nc(-c4ccc(Br)cc4)cc(N)n3n2)cc1	105.3	-3.3	2.3	-0.1	-8.5	-0.5	-4.3	37.6	0.8	1.4	-5.2
COc1ccc(N(C(=O)CNC(=O)c2ccco2)C(C(=O)NCC2CCCO2)c2ccccc2)cc1 (stereo unspecified)	95.2	5.3	-1.0	2.5	-5.4	-1.1	19.7	-3.5	-3.2	-5.3	1.1
COc1ccc(/C=N\NC(=O)c2ccc(=O)[nH]n2)cc1O	92.0	9.5	4.0	7.5	140.7	2.3	7.8	-0.6	-1.5	16.8	-0.9
C=CCC(Nc1ccccc1)c1cccc(OC)c1OC (stereo unspecified)	107.1	.	3.2	1.3	-16.1	-1.7	.	-0.5	.	.	.
Clc1ccc(-c2nnc(N3CCCC3)nn2)cc1	.	8.2	2.2	-1.7	-12.8	-1.4	4.0	11.4	-0.8	3.6	-5.7
CCOc1ccccc1C(=O)N/N=C/c1coc2ccc(C)cc2c1=O	112.0	-0.9	0.3	.	77.2	.	3.4	5.7	-1.1	6.6	0.4
Cc1cc2c3c(c1)C1(C(=O)N3C(C)(C)CC2C)C(C#N)=C(N)OC2=C1C(=O)CC(C)(C)C2 (stereo unspecified)	111.2	-4.0	1.9	-1.7	-17.8	2.0	13.9	2.9	-2.4	0.6	6.1
COc1cc(C)ccc1N(CCCN1C(=O)c2cccc3cccc(c23)C1=O)C(=O)c1cccs1	97.4	2.6	0.6	1.7	-1.0	-2.3	-7.9	-22.5	1.4	-1.9	4.5
CCOCc1nnc(NC(=O)C2CC(=O)N(C3CCCC3)C2)s1 (stereo unspecified)	93.4	-20.6	0.8	0.8	-3.3	-0.8	6.6	-5.7	-1.0	5.4	-0.5
O=S(=O)(O)c1nc2ccccc2[nH]1	101.3	-7.3	0.3	0.9	.	-1.7	8.7	11.2	-1.7	9.2	-0.1
CCC(Oc1ccccc1)C(=O)NC1C(=O)N2C1SC(C)(C)C2C(=O)O (stereo unspecified)	86.7	-14.7	1.1	-0.4	16.3	2.3	4.0	6.1	-0.8	4.6	-2.9
CCc1ccc(C2(C)SC(NC(C)=O)=NN2C(C)=O)cc1 (stereo unspecified)	96.6	-8.4	1.9	1.9	3.4	0.8	0.5	0.6	-0.1	-9.3	-3.0
O=C(O)C1CCCCC1C(=O)NCc1ccccn1 (stereo unspecified)	101.1	-15.4	2.4	3.0	10.6	2.1	6.5	1.0	-1.2	11.7	-6.7
Continued:
SMILES	Pemphigus Ab inh	PfHsp90 set2	phage Ecoli inh	AddAB inh	SUMO Mot1 rescue	Ecoli viability	MOR-DOR inv ag	Arr AP2 block	MOR-DOR ag	Tat transport	PKA-R1A activ
CCCCNC(=O)N(c1c(N)n(Cc2ccccc2)c(=O)[nH]c1=O)C1CCCC1	98.7	-16.4	1.1	2.6	46.5	1.7	15.6	.	-3.4	-6.3	1.6
Clc1ccc(-c2nnc(SCc3nc4ccccc4[nH]3)o2)c(Cl)c1	99.3	-7.0	5.2	3.6	-7.4	4.3	-1.5	15.9	0.3	-2.2	-9.8
CCOc1ccc(NC(=O)/C(C#N)=C\c2ccc(N3CCCC3)c(C)c2)cc1	.	-10.2	3.6	.	.	.	-32.2	-7.8	6.6	-7.4	-3.1
CN(CCCC(=O)Nc1ccccc1F)S(=O)(=O)c1ccc(F)cc1	.	-13.6	0.3	-0.2	-1.5	-1.9	0.8	-6.4	-0.1	-5.3	-4.7
O=C(O)CC1COc2ccccc2N1C(=O)c1ccccc1Cl (stereo unspecified)	102.3	-9.6	4.3	2.8	-18.3	3.0	19.0	28.9	-3.9	-9.5	2.6
Cc1[nH]n2c(=O)c3c(nc2c1-c1ccccc1)CCCC3	99.4	11.8	-0.2	-1.1	0.4	-1.7	-4.8	-5.5	0.9	-2.1	-0.4
COc1ccc(-c2nnc(-c3ccc(Br)o3)o2)cc1OC	106.3	-1.1	3.8	3.1	83.7	1.7	17.6	3.2	-3.5	2.6	-4.0
CCOc1ccccc1OCCn1nc2ccccc2n1	106.8	5.6	-0.2	2.0	-8.7	-2.2	8.7	1.4	-1.6	-3.7	1.9
CCN1C(=NCc2ccc(OC)cc2)N[C@@H](c2ccccc2)[C@H](C(=O)OC)[C@H]1C	100.8	23.5	0.6	0.2	-11.0	-0.6	4.4	-2.1	-0.8	-2.6	-8.6
NC(=S)N/N=C/c1ccccc1	87.6	-3.8	6.7	5.5	-1.8	5.2	20.6	-3.4	-3.4	-2.4	0.9
Cc1cccc(N2CCN(C(=O)Cn3cccc3)CC2)c1C	105.0	1.7	2.5	-0.5	0.1	-2.2	8.3	1.4	-1.4	4.1	3.5
CC1Cc2cc(/C=C3/SC(N4CCC(C(N)=O)CC4)=NC3=O)ccc2O1 (stereo unspecified)	94.0	-16.9	2.5	4.5	4.4	-0.8	.	-13.9	.	-12.9	.
COc1cc(NS(=O)(=O)c2ccc(NC(=S)NC(=O)c3sc4cc(F)ccc4c3Cl)cc2)nc(OC)n1	140.1	-29.3	4.5	5.2	-27.6	2.5	10.9	8.7	-2.0	5.6	1.4
COCCOC(=O)C1=C(C)NC(=O)NC1c1cn(-c2ccccc2)nc1-c1cccs1 (stereo unspecified)	118.2	-17.7	4.3	-3.0	0.7	2.5	18.0	6.9	-3.2	-8.3	8.6
CCCCC#Cc1cncc(C(=O)NN)c1	116.4	14.2	3.2	0.3	-8.4	-0.6	7.6	-9.1	-1.4	-2.0	-13.2
CCOC(=O)C1CCN(C=Nc2cc(C)on2)CC1	96.1	19.1	-0.7	-0.5	-20.1	-0.8	-2.7	12.8	0.5	5.1	-5.7
O=C(CSc1nnc(-c2cccs2)n1-c1ccccc1)Nc1ccccc1	96.1	-16.7	0.7	1.8	.	-0.4	-30.8	-3.0	5.4	-4.9	-11.1
Cc1cccc(C(=O)N2CCCN(C(=O)c3cccc(C)c3)CC2)c1	.	-2.9	2.5	1.5	-5.8	-2.2	16.9	-4.8	-4.1	4.0	-14.4
S=C(Nc1cccnc1)N1CCc2ccccc21	94.1	-6.3	3.7	0.6	-7.6	0.0	3.2	14.1	-0.6	0.1	1.6
Cc1cccc(OCc2nnc(SCC(=O)N3CCCC3)n2C)c1	96.6	16.6	4.4	2.4	-5.5	2.5	8.8	19.6	-1.7	-0.3	-1.0
CN1CCN(c2ccc(NC(=O)c3cccs3)cc2)CC1	96.1	-5.3	5.0	1.2	-23.3	1.5	2.1	5.5	-0.4	12.1	3.4
O=C(Oc1c(-c2ccccc2)c(=O)n2c3c(cccc13)CC2)c1ccccc1	97.2	.	4.2	-0.4	-4.3	-0.3	.	-14.2	.	.	.
Cc1ccc(SCCC(=O)NC(C)C)cc1	.	.	3.4	0.5	-16.4	-1.8	9.3	-5.3	-1.8	-1.3	1.9
CCCc1cc(=O)oc2cc(O[C@@H]3O[C@H](CO)[C@@H](O)[C@H](O)[C@H]3O)ccc12	96.9	18.8	-0.5	-2.4	16.7	-2.1	7.5	-1.6	-1.5	6.3	7.7
COc1ccccc1Nc1nc(NCc2ccco2)nc(N)c1[N+](=O)[O-]	101.8	.	2.6	1.5	35.6	-5.8	.	4.9	.	.	.
O=C(CSc1nc2[nH]ncc2c(=O)[nH]1)Nc1ccccc1F	102.3	-9.2	3.8	2.5	5.5	3.0	10.5	-1.7	-1.6	-4.9	-4.7

An excerpt from further up, as a working copy:
SMILES	Pemphigus Ab inh	PfHsp90 set2	phage Ecoli inh	AddAB inh	SUMO Mot1 rescue	Ecoli viability	MOR-DOR inv ag	Arr AP2 block	MOR-DOR ag	Tat transport	PKA-R1A activ
CCOc1ccccc1OCCn1nc2ccccc2n1	106.8	5.6	-0.2	2.0	-8.7	-2.2	8.7	1.4	-1.6	-3.7	1.9
CCN1C(=NCc2ccc(OC)cc2)N[C@@H](c2ccccc2)[C@H](C(=O)OC)[C@H]1C	100.8	23.5	0.6	0.2	-11.0	-0.6	4.4	-2.1	-0.8	-2.6	-8.6
